GLS inhibitor: qHTS for Inhibitors of Glutaminase (GLS) | hit rate 0.21% among 410,000 | GLS enzymatic activity, qHTS titration | Glutaminase kidney isoform, mitochondrial (Homo sapiens), O94925 | Potency, µM (doses to about 45.5 µM), for inactives: at the highest dose activity change, negative = inhibition, most hits filed as inhibitors
Target sequence (O94925 whole entry, looked up, canonical isoform): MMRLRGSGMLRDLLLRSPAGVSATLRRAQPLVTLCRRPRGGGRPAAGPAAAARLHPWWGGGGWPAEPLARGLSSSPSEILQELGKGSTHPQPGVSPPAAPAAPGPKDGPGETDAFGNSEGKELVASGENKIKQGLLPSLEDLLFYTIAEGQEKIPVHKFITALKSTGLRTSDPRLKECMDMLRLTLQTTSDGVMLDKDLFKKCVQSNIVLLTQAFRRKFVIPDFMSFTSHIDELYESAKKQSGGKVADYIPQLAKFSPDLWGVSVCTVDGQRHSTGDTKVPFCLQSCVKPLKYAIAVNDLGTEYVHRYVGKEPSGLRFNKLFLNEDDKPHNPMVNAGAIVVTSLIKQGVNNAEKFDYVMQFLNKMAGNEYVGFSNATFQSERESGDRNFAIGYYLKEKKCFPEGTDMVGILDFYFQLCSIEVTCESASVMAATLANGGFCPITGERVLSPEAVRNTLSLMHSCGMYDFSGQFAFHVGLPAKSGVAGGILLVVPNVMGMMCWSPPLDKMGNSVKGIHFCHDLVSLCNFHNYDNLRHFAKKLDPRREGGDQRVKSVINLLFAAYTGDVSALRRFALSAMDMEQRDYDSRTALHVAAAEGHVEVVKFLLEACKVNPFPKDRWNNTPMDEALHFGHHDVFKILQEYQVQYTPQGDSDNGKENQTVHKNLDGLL
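hKGA in 45 mM KH2PO4 (pH 8.2), 0.02% Tween-20 with compound, then 1mM L-Glutamine (stock as added) plus glutamate oxidase/HRP/Amplex red coupling mix. Fluorescence read initially and after 30 min at RT; signal change reflects glutamate formation.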
PGK inhibitor: qHTS Assay to Find Inhibitors of Phosphoglycerate Kinase | Phosphoglycerate kinase, glycosomal (Trypanosoma brucei brucei), P07378 | PGK/GAPDH coupled, Kinase-Glo luminescence, 60 min | hit rate 0.043% among 380,000 | Potency, µM (doses to about 57.5 µM), inactives show top-dose activity change, negative = inhibition, most hits filed as inhibitors; note: nearly all actives have a fitted effect of over 60% in size
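Luminescent ATP detection (Kinase-Glo Plus) follows a 60-minute room-temperature incubation, with wells lacking PGK as controls. Buffer: 100 mM TEA (pH 7.6), 5 mM MgCl2, 0.01% Tween-20. Coupling enzyme GAPDH (100 nM final) supplies unstable 1,3-BPG in-well.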
* hit, by the source's call; i = inactive. Calls come from the whole dose curve; as a rule, active = well fitted curve in the direction sought with a large enough effect; inconclusive = small, poorly fitted or top-dose-only effect, or another doubt; inactive = no such curve, though single readings can be large; an effect the other way counts as inactive or inconclusive. % is set by controls: 0 for no effect and ±100 for the full control effect; potency is the fitted concentration of half-maximal effect. Some of the compounds tested; count on the stated rates, not on these rows.

Values run as follows: GLS inhibitor	PGK inhibitor
1: COc1ccc([C@H]2CN(c3ccc(OC)cc3)C(=O)[C@@H]2CC(=O)Nc2ccc(Br)cc2)cc1
  3%	-3%
2: CCc1noc(C)c1C(=O)N1CCN(c2cccc(Cl)c2)CC1
  6%	7%
3: CC1C(=O)N(Cc2cn(CCC3OCCCO3)nn2)CCS(=O)(=O)N1Cc1ccc(-c2ccccc2)cc1 (configuration not stated)
  0%	-5%
4: C[C@@H]1CN([C@H](C)CO)C(=O)CCCn2nncc2CO[C@H]1CN(C)Cc1ccc2c(c1)OCCO2
  2%	0%
5: COCOCCn1cc(CN2CCS(=O)(=O)N(Cc3ccc(-c4ccc(Cl)nc4)cc3)C(C(C)C)C2=O)nn1 (configuration not stated)
  -9%	i
6: C[C@@H]1CN([C@@H](C)CO)C(=O)CCCn2nncc2CO[C@H]1CN(C)S(=O)(=O)c1ccc(Oc2ccccc2)cc1
  4%	i
7: CC1=C(C(=O)N(C)C)CC(CC(=O)NCC2CCCCC2)C(=O)N1Cc1ccccc1 (configuration not stated)
  -5%	i
8: CCCOc1ccc(C(=O)NC(=S)N2CCN(c3ncc4c(=O)c(C(=O)O)cn(CC)c4n3)CC2)cc1
  0%	-7%
9: Nc1ccn(CCCNCC(c2ccccc2)c2ccccc2)c(=O)n1
  -2%	10%
10: CCc1cc(CNC(=O)C2CCC(=O)N(Cc3ccccc3F)C2)on1 (configuration not stated)
  2%	i
11: c1ccc(CN2CCC3CC2c2ccc(N4CCOCC4)cc23)cc1 (configuration not stated)
  14%	1%
12: COc1ccc(C(=O)OCC(=O)N(Cc2ccccc2)Cc2ccccc2)c(O)c1
  2%	-6%
13: O=C(C=CC=Cc1ccccc1)c1ccc([N+](=O)[O-])cc1
  0%	-2%
14: COc1ccccc1C(=O)NNC(=O)c1cc2ccccc2cc1O
  1%	i
15: O=C(c1ccc(CS(=O)c2ccc(Br)cc2)o1)N1CCN(C2CCCCC2)CC1 (configuration not stated)
  12%	3%
16: CCCC#Cc1cnc2c(c1)C(=O)N([C@H](C)CO)C[C@H](C)[C@@H](CN(C)C(=O)CCN1CCCCC1)O2
  -29%	6%
17: CCCCCCn1c(=O)n2n(c1=O)[C@@H]1CN(S(=O)(=O)c3ccc(C)cc3)C[C@]1(O)[C@@H](OC(=O)NC1CCCC1)C2
  -1%	i
18: C=C(C)CN1C(=O)C(C)SC1=NN=C1SCC(=O)N1C (configuration not stated)
  -27%	-3%
19: Cc1noc(C)c1NC(=O)N(C)C[C@H]1OCc2cn(nn2)CCCC(=O)N([C@@H](C)CO)C[C@@H]1C
  -1%	4%
20: O=[N+]([O-])c1ccccc1NS(=O)(=O)c1ccccc1
  4%	-1%
21: C=CCC1(CC=C)CCCN1C(=O)c1ccc2oc(CCCC)nc2c1
  7%	0%
22: Cc1nc(C(=O)N2CCCC(N3CCN(c4ccc(F)cc4)CC3)C2)cs1 (configuration not stated)
  27%	-6%
23: CN1CCn2cnc(C(=O)Nc3ccc(CNC(=O)OC(C)(C)C)cc3)c2C1=O
  -3%	6%
24: CCCNC(=O)N(C)C[C@@H]1Oc2cc(Br)ccc2S(=O)(=O)N([C@@H](C)CO)C[C@H]1C
  -6%	4%
25: O=C(O)c1ccc(CNC(=O)C2CCN(S(=O)(=O)c3ccc4c(c3)OCCO4)CC2)cc1
  1%	8%
26: CC(C)C1C(=O)N(Cc2cn(CC3CCCCC3)nn2)CCS(=O)(=O)N1Cc1ccc(-c2ccccc2)cc1 (configuration not stated)
  -1%	3%
27: Cc1nn(C)cc1CN(C)C(=O)C1CCC(=O)N(CCc2cccc(F)c2)C1 (configuration not stated)
  -9%	-7%
28: CC(=O)N1C[C@H]2CON(C)[C@H]2C[C@H]1c1cccc(N2CCOCC2)c1
  7%	-6%
29: CN(Cc1ccc2nsnc2c1)C(=O)C1CCC(=O)N(CCc2ccccc2)C1 (configuration not stated)
  -1%	-3%
30: Cn1ncc([N+](=O)[O-])c1C(=O)Nc1cc(Cl)ccc1Cl
  5%	-7%
31: CCOC(=O)CNC(=O)CSc1nc(C(C)C)nc2c1cnn2-c1ccccc1
  2%	-6%
32: C[C@H](CO)N1C[C@H](C)[C@@H](CN(C)S(=O)(=O)c2ccccc2)OCCCC[C@H](C)Oc2ccc(NC(=O)CCC(F)(F)F)cc2C1=O
  -1%	0%
33: O=C1CN(C(=O)COC(=O)c2cc(Cl)ccc2[N+](=O)[O-])c2ccccc2N1
  20%	i
34: COCCNC(=S)N(CCCO)Cc1cc2cc3c(cc2[nH]c1=O)OCO3
  -7%	i
35: O=C(NCCc1cn2cccnc2n1)C1CCC(=O)N(Cc2ccccc2F)C1 (configuration not stated)
  2%	1%
36: COc1ccccc1NC(=O)c1oc2ccccc2c1C
  1%	5%
37: CCN(CC)S(=O)(=O)c1ccc(OC)c(NC(=O)c2cc([N+](=O)[O-])ccc2N2CCOCC2)c1
  -5%	-1%
38: O=C1c2[nH]c3ccccc3c2CC1N1C(=O)c2ccccc2C1=O (configuration not stated)
  0%	-5%
39: C[C@@H]1CN([C@H](C)CO)C(=O)CCCn2nncc2CO[C@@H]1CN(C)C(=O)Nc1cccc2ccccc12
  0%	11%
40: CC1=C(C(=O)N(C)C)CC(CC(=O)NCCCCc2ccccc2)C(=O)N1Cc1ccccc1 (configuration not stated)
  3%	-8%
41: COc1ccc(Cl)cc1Nc1cc(C)nc2ncnn12
  18%	-3%
42: COc1ccc(NC(=O)COC(=O)c2ccc(S(=O)(=O)N3CC(C)CC(C)C3)cc2)cc1OC (configuration not stated)
  -2%	2%
43: Cc1ccc(S(=O)(=O)N2C[C@]3(O)C[C@@H]4C(=O)N(c5ccccc5)C(=O)[C@@H]4C[C@]3(OC(=O)Nc3c(C)noc3C)C2)cc1
  4%	1%
44: COc1cc2c(cc1OC)C(c1c(-c3c(Cl)cccc3Cl)noc1C)=NCC2
  -13%	i
45: CCn1c(CN2CCC(C)CC2)nc2cc(S(=O)(=O)N3CCCCC3)ccc21
  -2%	0%
46: Cc1nc(SCC(=O)NC2CCCC2)c2oc3ccccc3c2n1
  -15%	-8%
47: CCc1noc(C)c1C(=O)N1CCN(c2ccc([N+](=O)[O-])cc2)CC1
  6%	-8%
48: O=C(NCc1ccco1)c1ccc(OC2CCN(Cc3ccccn3)CC2)cc1
  -3%	-2%
49: O=C(c1ccc2ccccc2c1)c1cccc(F)c1C(=O)O
  6%	i
50: CCOC(=O)c1oc2ccccc2c1COC(=O)CNC(=O)c1ccccc1F
  -8%	-6%
51: C[C@@H]1CN([C@@H](C)CO)C(=O)CCCn2nncc2CO[C@@H]1CN(C)C(=O)Nc1ccc(-c2cccs2)cc1
  4%	2%
52: O=C(NCC1CCCO1)c1ccc2c(c1)N(Cc1ccc(Cl)cc1)CCS2 (configuration not stated)
  13%	10%
53: Cc1ccc([C@@H]2C[C@H]3[C@@H](CN2S(=O)(=O)c2ccc(Cl)cc2)C(=O)C[C@@H](c2ccc(C)cc2)N3S(=O)(=O)c2ccc(Cl)cc2)cc1
  19%	3%
54: Cc1nc2ccc(Cl)cn2c1[N+](=O)[O-]
  -1%	-6%
55: Cc1[nH]ccc2cc3nc4ccccc4c3cc12
  -3%	-8%
56: CC1CCCC(NC(=O)CSc2nnc(-c3cccnc3)o2)C1C (configuration not stated)
  -3%	-6%
57: Cc1cc(C)c(C(=O)COC(=O)c2cccc(S(=O)(=O)N3CCOCC3)c2)cc1C
  -2%	i
58: C[C@H]1Cn2cnc(C(=O)Nc3ccccc3)c2C(=O)N1
  -4%	-4%
59: O[C@@H]1CN(Cc2cccs2)[C@@H](c2ccccc2)C[C@H]1n1cc(-c2ccc(F)cc2)nn1
  2%	-4%
60: O=C1CC2(CCCC2)C(=O)N1CN1CCN(S(=O)(=O)c2cc(F)ccc2F)CC1
  3%	-1%

Structures shown so far that have an aryl thioether with sulfur outside any ring, in the order listed:
Values run as follows: GLS inhibitor	PGK inhibitor
31: CCOC(=O)CNC(=O)CSc1nc(C(C)C)nc2c1cnn2-c1ccccc1
  2%	-6%
46: Cc1nc(SCC(=O)NC2CCCC2)c2oc3ccccc3c2n1
  -15%	-8%
56: CC1CCCC(NC(=O)CSc2nnc(-c3cccnc3)o2)C1C (configuration not stated)
  -3%	-6%

Single records (already shown). Screens in order: GLS inhibitor	PGK inhibitor
Entry for `C[C@H]1Cn2cnc(C(=O)Nc3ccccc3)c2C(=O)N1` : -4%	-4%
Entry for `CCCNC(=O)N(C)C[C@@H]1Oc2cc(Br)ccc2S(=O)(=O)N([C@@H](C)CO)C[C@H]1C` : -6%	4%
Entry for `O[C@@H]1CN(Cc2cccs2)[C@@H](c2ccccc2)C[C@H]1n1cc(-c2ccc(F)cc2)nn1` : 2%	-4%
Entry for `COc1ccccc1NC(=O)c1oc2ccccc2c1C` : 1%	5%
Entry for `Cc1nc(SCC(=O)NC2CCCC2)c2oc3ccccc3c2n1` : -15%	-8%

(list continues)
Values run as follows: GLS inhibitor	PGK inhibitor
61: Cc1ccc([C@H]2C[C@H](O)[C@@H](n3cc(COC(=O)c4ccccc4)nn3)CN2C(=O)C2CCCCC2)cc1
  -4%	-9%
62: Cc1ccc(-c2ccc(CN3C(C)C(=O)N(Cc4cn(CCC5OCCO5)nn4)CCS3(=O)=O)cc2)cc1 (configuration not stated)
  8%	5%
63: CC(C)C(C(=O)O)N1C(=O)C2C3CCC(C3)C2C1=O (configuration not stated)
  8%	2%
64: O=C(c1cccs1)N1C[C@@H](n2cc(-c3ccc(F)cc3)nn2)[C@H](O)C[C@@H]1c1ccc(Cl)cc1
  2%	-11%
65: CN(c1ccccc1)S(=O)(=O)c1ccc(C(=O)NCc2cccnc2)cc1
  -1%	-9%
66: C[C@@H]1CN([C@H](C)CO)S(=O)(=O)c2ccc(Br)cc2O[C@H]1CN(C)C(=O)Cc1ccccn1
  -9%	-7%
67: COc1ccccc1NC(=O)N(C)C[C@H]1Oc2cc(Br)ccc2S(=O)(=O)N([C@H](C)CO)C[C@H]1C
  6%	6%
68: CCCCN1C(=O)C(CC(=O)NCc2cccs2)CC(C(=O)N2CCOCC2)=C1C (configuration not stated)
  0%	-6%
69: COCCN(C(=O)COC(=O)c1ccc(Br)o1)c1c(N)n(Cc2ccccc2)c(=O)[nH]c1=O
  0%	-7%
70: CCOC(COC(=O)c1ccccc1C(=O)O)c1ccccc1 (configuration not stated)
  4%	6%
71: O=C(NCCS(=O)(=O)N1CCN(c2ccccc2)CC1)c1cc(=O)c2ccccc2o1
  5%	8%
72: O=C1CN(C(=O)CN2CCN(S(=O)(=O)c3ccccc3)CC2)c2ccccc2N1
  2%	-2%
73: CC1(C)CC(=O)C=C(c2ccc(-c3cccc(C(N)=O)c3)cc2)C1=O
  1%	-2%
74: CCCc1nn2c(-c3ccccc3)nnc2o1
  -11%	i
75: N#Cc1ncn(C2OC(CO)C(O)C2O)c1N (configuration not stated)
  16%	0%
76: CCC1Oc2ccccc2N(CC(=O)N2CC(C)CC(C)C2)C1=O (configuration not stated)
  5%	2%
77: CCOc1ccc(NC(=O)CN2CCN(c3ccc(F)cc3)CC2)cc1S(=O)(=O)N1CCCC1
  16%	-7%
78: C[C@H](CO)N1C[C@H](C)[C@@H](CN(C)C(=O)c2ccc(F)cc2)Oc2cc(Br)ccc2S1(=O)=O
  -1%	-5%
79: CC(C)Oc1ccc(S(=O)(=O)N2CCCCC2)cc1NC(=O)C1=NN(c2ccccc2)C(=O)CC1
  -6%	-3%
80: O=C(CN1C(=O)CSc2ccc(S(=O)(=O)N3CCOCC3)cc21)NCCc1ccccc1
  21%	-8%
81: Cc1ccc(C=Cc2ccccn2)cc1
  4%	-13%
82: CC(=O)c1ccc(S(=O)(=O)NCCOc2ccccc2)cc1
  -3%	-2%
83: CCOc1ccccc1NCN1C(=O)c2ccccc2C1=O
  10%	-9%
84: COc1cc(C(=O)NCC(c2cccs2)N2CCOCC2)ccc1OCc1ccc(Cl)cc1 (configuration not stated)
  1%	-4%
85: Cc1c(-c2ccccc2)n(O)c(-c2ccc(N(C)C)cc2)[n+]1[O-]
  12%	-3%
86: CC(NS(=O)(=O)c1ccc2[nH]c(=O)[nH]c2c1)c1ccc(F)cc1 (configuration not stated)
  -7%	-1%

An excerpt of these results, with tabs:
item	mol	GLS inhibitor	PGK inhibitor
81	Cc1ccc(C=Cc2ccccn2)cc1	4%	-13%
82	CC(=O)c1ccc(S(=O)(=O)NCCOc2ccccc2)cc1	-3%	-2%
83	CCOc1ccccc1NCN1C(=O)c2ccccc2C1=O	10%	-9%
84	COc1cc(C(=O)NCC(c2cccs2)N2CCOCC2)ccc1OCc1ccc(Cl)cc1 (configuration not stated)	1%	-4%
85	Cc1c(-c2ccccc2)n(O)c(-c2ccc(N(C)C)cc2)[n+]1[O-]	12%	-3%

Bioassay records: PubChem, National Center for Advancing Translational Sciences (NCATS)
